From PubChem BioAssay
XiGFP reactiv = X-chromosome reactivation activator. 0.055% of 360,000 active. activation, % at 7.58 µM. XiGFP mouse fibroblasts, % GFP-positive cells imaging, 3 d; cells co-treated with 5-aza-dC sensitizer; scaled so ellipticine positive control = 100%. AID 743238;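 active = mean normalized replicate activation at least 10% and every replicate at or above 10%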;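 also: 0% = median of on-plate neutral control wells and 100% = ellipticine 6 µM median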
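assay system = SV40-immortalized XiGFP fibroblast cells, line 68-5-11 | buffer or medium = DMEM plus 5-aza-dC sensitizer | doses = single-point pinned compound dosing | times = 3-day compound exposure, then 15 min fixation at room temperature | benchmarks = positive control ellipticine, 6 µM final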
RAD54 inh = blocks human RAD54 Holliday junction branch migration. inhibition, % at 10.4 µM. Q92698. FAM/BHQ fluorescence. AID 602329. 0.14% of 360,000 active;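 active = mean normalized replicate activity at least 40 and at least half of replicates scoring 40 or more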;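 also: 0% = median of neutral control wells and 100% = median of positive control wells; inhibitors cause a drop in the FAM fluorescence signal; in these data hits start at about 50%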
S100A4 inh HTS = inhibitors of human S100A4 binding to myosin IIA peptide | 0.14% of 360,000 active | S100A4/TAMRA-MyoIIA peptide fluorescence polarization | inhibition, % at 10.7 µM;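 active = mean inhibition of at least 70% across replicates, with every replicate also reaching that level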
Target sequence (P26447 whole entry, looked up): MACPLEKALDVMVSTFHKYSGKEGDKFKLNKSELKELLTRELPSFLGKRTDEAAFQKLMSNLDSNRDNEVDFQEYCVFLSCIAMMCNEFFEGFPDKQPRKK
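Material: human S100A4 monomer with TAMRA-labelled myosin IIA peptide; buffer or medium: HEPES pH 7.2 with CaCl2, KCl, NaCl, DTT, Triton; compound dosing: one concentration per compound; schedule: 5 min incubation before reading; benchmarks: neutral control DMSO, positive control TFP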
esBAF inh = SWI/SNF esBAF complex inhibition; mouse ES cells, Bmi1-luciferase knock-in reporter, 24 h; 100% = twice the neutral-well signal; reporter increase, % at 12.5 µM; 2% of 350,000 active; AID 602393; in the data active = activation above about 40%;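 also: 0% = median of the plate's neutral control wells and 100% = double that signal; a rise in the Bmi1 reporter signal indicates esBAF inhibition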
RAD52 anneal inh = blocks human RAD52 DNA annealing; 0.46% of 360,000 active; recombinant RAD52 DNA annealing, FRET fluorescence; P43351; inhibition, % at 18.7 µM;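 active = every replicate showing at least 50% inhibition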
E-sel inducer = induces E-selectin expression in human endothelial cells. P16581. HUVEC E-selectin immunofluorescence imaging; normalized: neutral wells 0, TNF-alpha wells 100. activation, % at 7.58 µM. 0.37% of 260,000 active;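 active = mean E-selectin-positive cell signal at least 10% of the positive control, reached in at least 60% of replicates, without over 20% cell loss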;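 also: in these data hits start at about 27%; measured in HUVEC primary endothelial cells; signal is the percent of cells scored E-selectin positive by PE staining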
Target sequence (P16581 whole entry, looked up): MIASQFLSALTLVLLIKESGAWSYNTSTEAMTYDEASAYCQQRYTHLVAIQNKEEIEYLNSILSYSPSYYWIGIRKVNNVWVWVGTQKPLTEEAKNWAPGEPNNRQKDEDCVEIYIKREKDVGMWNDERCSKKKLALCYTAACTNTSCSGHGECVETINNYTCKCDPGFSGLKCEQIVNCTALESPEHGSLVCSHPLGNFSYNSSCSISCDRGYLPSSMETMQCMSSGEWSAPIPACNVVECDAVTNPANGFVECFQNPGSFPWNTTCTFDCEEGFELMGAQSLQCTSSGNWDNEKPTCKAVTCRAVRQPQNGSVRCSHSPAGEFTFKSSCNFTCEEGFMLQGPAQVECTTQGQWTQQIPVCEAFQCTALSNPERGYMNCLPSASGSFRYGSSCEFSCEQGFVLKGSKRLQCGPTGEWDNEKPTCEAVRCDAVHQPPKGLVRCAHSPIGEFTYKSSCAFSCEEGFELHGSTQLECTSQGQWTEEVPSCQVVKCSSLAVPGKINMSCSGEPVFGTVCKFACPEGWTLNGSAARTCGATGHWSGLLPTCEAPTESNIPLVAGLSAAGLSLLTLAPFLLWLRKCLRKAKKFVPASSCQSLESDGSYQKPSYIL
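Test system – human umbilical vein endothelial cells (HUVEC), E-selectin induction · Input – 3,000 HUVEC seeded per well · Buffer or medium – EGM-2, gelatin · Compound dosing – single-point compound dose · Detection – immunofluorescence imaging · Measure – percent E-selectin-positive cells · Controls – TNF-alpha high, DMSO low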
EWS-Fli inh = EWS/Fli transcriptional activity inhibition; 0.67% of 350,000 active; A673 NR0B1-luciferase reporter, viability-normalised; inhibition, % at 12.6 µM;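 active = mean inhibition of at least 50% after viability correction, with every replicate also passing that limit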;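 also: firefly luciferase signal divided by Alamar Blue viability fluorescence both relative to DMSO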
FN deposit inh = fibronectin deposition inhibition. AH1F fibroblasts, Alexa488-fibronectin deposition fluorescence, overnight. 0.086% of 350,000 active. AID 743247. inhibition, % at 12.6 µM;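 active = mean inhibition across replicates of 30% or more, regardless of how many single replicates reach that level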;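 also: positive control wells lacked labelled fibronectin entirely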
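Assay system: AH1F fibroblasts / Quantity: 10000 cells per well / Medium: DMEM plus 2% serum, read in PBS / Reagent: labelled fibronectin 24 nM / Dosing: single dose, pinned / Times: 1 h cell attachment, overnight exposure to compound and label / Signal: fluorescence, ex 485 nm, em 525 nm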
Numbers without * were called inactive; nt = not tested or not shown; & = joins results of further samples.

SMILES	XiGFP reactiv	RAD54 inh	S100A4 inh HTS	esBAF inh	RAD52 anneal inh	E-sel inducer	EWS-Fli inh	FN deposit inh
COc1ccccc1N1CCN(CC(=O)N2CCCC2)CC1	0.2	nt	-4.5	nt	-12.0	0.9	7.6	1.0
COc1ccc(Nc2nc(NCc3ccco3)nc(N3CCOCC3)n2)cc1	0.0	-5.4	4.4	-3.0	-26.5	1.3	5.2	-18.5
NS(=O)(=O)c1ccc(NNC(=O)c2ccccc2)cc1	0.5	-1.6	-4.9	nt	-13.4	-0.3	-7.8	-0.8
CCCn1c(N)c(N(CCOC)C(=O)COC(=O)CSc2cc(C)c3ccccc3n2)c(=O)[nH]c1=O	0.2	-1.1	-3.1	-9.4	-4.7	nt	1.3	-16.9
Cc1noc(C)c1NC(=O)N(C)C[C@H]1Oc2c(NC(=O)Nc3ccc4c(c3)OCO4)cccc2C(=O)N([C@H](C)CO)C[C@@H]1C	0.1&-0.1	-12.9&12.4	6.5&-6.1	4.6&2.8	-5.6&-3.0	-0.4&-0.2	-2.9&0.1	-6.3
CC(O)CNCCOc1ccccc1-c1ccccc1 (configuration not stated)	0.0	6.3	0.2	nt	-10.7	6.5	6.8	-4.7
COc1ccccc1N1CCN(C2CCCN(C(=O)CCc3cnn(C)c3)C2)CC1 (configuration not stated)	0.0	-4.0	-2.0	1.2	-6.4	-0.8	nt	nt
O=C(NCCc1ccccc1F)C1CC(O)CN1C(=O)Nc1ccccc1 (configuration not stated)	0.0	-5.8	-7.7	-0.1	-10.5	nt	2.1	-0.7
COc1ccc2oc(=Nc3ccc(C(=O)O)cc3)c(C(=O)NCc3ccco3)cc2c1	0.0	nt	-5.0	nt	1.0	1.8	-8.0	10.7
O=C(Nc1ccc2c(c1)[C@H]1C[C@@H](CC(=O)N3CCCCC3)O[C@@H](CO)[C@H]1O2)C1CCC1	0.2	-5.5	-0.9	-5.6	-1.3	-0.4	-3.5	1.8
CCC(CC)NC(=O)Nc1cccc(C)c1C	0.3	nt	6.8	nt	-9.8	0.1	9.8	4.4
CCC(=O)Nc1ccc2c(c1)OC[C@H](C)N(Cc1ccccc1OC)C[C@H](C)[C@H](OC)CN(C)C2=O	0.5	6.4	-0.5	-1.7	-6.1	0.0	-1.5	-10.1
Cn1cnnc1SCCCN1C(=O)c2cccc3cccc(c23)C1=O	0.1	nt	-2.1	nt	5.8	-0.7	-40.9	-3.3
Cc1oc(-c2ccccc2F)nc1CS(=O)CC(=O)NCc1ccc2c(c1)OCO2 (configuration not stated)	0.0	-7.6	0.8	-8.8	-20.7	-0.4	9.0	4.6
O=C(O)/C=C/C(=O)NC1CCCCCCCCCCC1	-0.1	-3.1	3.7	-2.6	-5.8	0.0	4.7	-5.2
Cc1ccc(-n2nnc3c(=O)n(CC(=O)NCc4ccccc4)cnc32)cc1	-0.4	-10.1	-1.9	-3.5	-6.9	nt	2.3	-0.6
CCOC(=O)CCCCCC(=O)Nc1ccc2c(c1)C(=O)N([C@@H](C)CO)C[C@H](C)[C@H](CN(C)C(=O)NC(C)C)OCCCC[C@H](C)O2	0.3&0.0	-4.5	-0.4&2.4	-2.1	-7.2&-6.5	-0.2&1.7	-0.3&1.3	-0.9
CC(=O)N1c2ccc(S(=O)(=O)NC(CC(=O)O)c3ccc(Br)cc3)cc2CC1C (configuration not stated)	0.0	-9.7	2.0	-0.2	-35.6	3.1	-0.2	17.9
S=c1[nH]nc(-c2ccco2)n1/N=C/c1ccccc1Cl	0.9	nt	0.8	nt	-13.8	-2.2	4.8	16.2
COc1cccc(C(=O)Nc2cc(C)on2)c1OC	0.9	-0.5	3.8	13.2	-11.3	-0.6	-10.7	10.9
COc1cc2nc(CN(C)Cc3ccc(F)cc3)[nH]c(=O)c2cc1OC	0.2	-14.9	13.5	-5.6	6.6	0.1	12.3	1.6
Cc1cc(C(=O)COC(=O)C2=COCCO2)c(C)n1-c1ccc2c(c1)OCO2	nt	10.1	nt	-3.0	nt	-3.2	nt	-2.0
CN(C)CCCNC(=O)C[C@@H]1CC[C@@H]2[C@H](COC[C@@H](O)CN2C(=O)c2ccncc2)O1	0.3	-8.2	0.4	-6.8	-1.8	0.0	2.7	-8.7
O=C1[C@H]2[C@@H](C3CC3)N3C(=O)CN(Cc4ccccn4)C(=O)[C@@]3(Cc3ccccc3)[C@H]2C(=O)N1c1ccccc1	0.1	15.6	5.5	0.3	-10.6	0.1	-3.0	-9.8
O=C(NCC1CCCCC1)c1cccc(Br)c1	0.1	-14.6	-12.7	14.4	-13.6	nt	-20.0	-0.9
CCOc1ccc([C@@H]2CC=C(C(=O)O)[C@H](c3cccc(Cl)c3)N2S(=O)(=O)c2ccc(C)cc2)cc1	0.5	5.2	-1.5	1.8	-28.0	-0.1	-6.7	-3.1
CCOC(=O)C1C(C(=O)OCC)C(C)(C)C1N(C)C (configuration not stated)	0.0	-0.5	1.8	9.0	-2.0	-0.6	0.0	-1.5
Cc1ccc(NC(=O)COCC(=O)Nc2ccc(F)cc2)cc1	0.5	1.3	-1.6	-4.6	-3.2	0.1	-1.5	7.0
O=C(O)c1cn(Cc2ccccn2)c(=O)c2ccccc12	0.0	nt	-46.4	nt	-17.7	nt	0.3	17.0
Cc1cc(N2CCOCC2)ccc1/C=C1/SC(=O)NC1=O	0.1	nt	6.8	nt	-159.8	nt	-30.5	-3.5

Ordered by SMILES length (descending): some entries from above
SMILES	XiGFP reactiv	RAD54 inh	S100A4 inh HTS	esBAF inh	RAD52 anneal inh	E-sel inducer	EWS-Fli inh	FN deposit inh
O=C1[C@H]2[C@@H](C3CC3)N3C(=O)CN(Cc4ccccn4)C(=O)[C@@]3(Cc3ccccc3)[C@H]2C(=O)N1c1ccccc1	0.1	15.6	5.5	0.3	-10.6	0.1	-3.0	-9.8
CCC(=O)Nc1ccc2c(c1)OC[C@H](C)N(Cc1ccccc1OC)C[C@H](C)[C@H](OC)CN(C)C2=O	0.5	6.4	-0.5	-1.7	-6.1	0.0	-1.5	-10.1
Cc1oc(-c2ccccc2F)nc1CS(=O)CC(=O)NCc1ccc2c(c1)OCO2 (configuration not stated)	0.0	-7.6	0.8	-8.8	-20.7	-0.4	9.0	4.6

15 of these compounds in another layout:
Sequence of screens: XiGFP reactiv | RAD54 inh | S100A4 inh HTS | esBAF inh | RAD52 anneal inh | E-sel inducer | EWS-Fli inh | FN deposit inh
> COc1ccccc1N1CCN(CC(=O)N2CCCC2)CC1
  0.2 | nt | -4.5 | nt | -12.0 | 0.9 | 7.6 | 1.0
> COc1ccc(Nc2nc(NCc3ccco3)nc(N3CCOCC3)n2)cc1
  0.0 | -5.4 | 4.4 | -3.0 | -26.5 | 1.3 | 5.2 | -18.5
> NS(=O)(=O)c1ccc(NNC(=O)c2ccccc2)cc1
  0.5 | -1.6 | -4.9 | nt | -13.4 | -0.3 | -7.8 | -0.8
> CCCn1c(N)c(N(CCOC)C(=O)COC(=O)CSc2cc(C)c3ccccc3n2)c(=O)[nH]c1=O
  0.2 | -1.1 | -3.1 | -9.4 | -4.7 | nt | 1.3 | -16.9
> Cc1noc(C)c1NC(=O)N(C)C[C@H]1Oc2c(NC(=O)Nc3ccc4c(c3)OCO4)cccc2C(=O)N([C@H](C)CO)C[C@@H]1C
  0.1&-0.1 | -12.9&12.4 | 6.5&-6.1 | 4.6&2.8 | -5.6&-3.0 | -0.4&-0.2 | -2.9&0.1 | -6.3
> CC(O)CNCCOc1ccccc1-c1ccccc1 (configuration not stated)
  0.0 | 6.3 | 0.2 | nt | -10.7 | 6.5 | 6.8 | -4.7
> COc1ccccc1N1CCN(C2CCCN(C(=O)CCc3cnn(C)c3)C2)CC1 (configuration not stated)
  0.0 | -4.0 | -2.0 | 1.2 | -6.4 | -0.8 | nt | nt
> O=C(NCCc1ccccc1F)C1CC(O)CN1C(=O)Nc1ccccc1 (configuration not stated)
  0.0 | -5.8 | -7.7 | -0.1 | -10.5 | nt | 2.1 | -0.7
> COc1ccc2oc(=Nc3ccc(C(=O)O)cc3)c(C(=O)NCc3ccco3)cc2c1
  0.0 | nt | -5.0 | nt | 1.0 | 1.8 | -8.0 | 10.7
> O=C(Nc1ccc2c(c1)[C@H]1C[C@@H](CC(=O)N3CCCCC3)O[C@@H](CO)[C@H]1O2)C1CCC1
  0.2 | -5.5 | -0.9 | -5.6 | -1.3 | -0.4 | -3.5 | 1.8
> CCC(CC)NC(=O)Nc1cccc(C)c1C
  0.3 | nt | 6.8 | nt | -9.8 | 0.1 | 9.8 | 4.4
> CCC(=O)Nc1ccc2c(c1)OC[C@H](C)N(Cc1ccccc1OC)C[C@H](C)[C@H](OC)CN(C)C2=O
  0.5 | 6.4 | -0.5 | -1.7 | -6.1 | 0.0 | -1.5 | -10.1
> Cn1cnnc1SCCCN1C(=O)c2cccc3cccc(c23)C1=O
  0.1 | nt | -2.1 | nt | 5.8 | -0.7 | -40.9 | -3.3
> Cc1oc(-c2ccccc2F)nc1CS(=O)CC(=O)NCc1ccc2c(c1)OCO2 (configuration not stated)
  0.0 | -7.6 | 0.8 | -8.8 | -20.7 | -0.4 | 9.0 | 4.6
> O=C(O)/C=C/C(=O)NC1CCCCCCCCCCC1
  -0.1 | -3.1 | 3.7 | -2.6 | -5.8 | 0.0 | 4.7 | -5.2
